Screening data as filed in PubChem BioAssay.
PNC inhibitor: perinucleolar compartment assembly inhibition; PC3M PTB-GFP, PNC prevalence imaging, 16 h; hits give low values; activity change (PNC), negative = inhibition, % at 10 µM; actives 3.1% (n = 140,000);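 active = readout at or below -70, meaning at least 70% loss of cells showing the perinucleolar compartment, a nuclear body marking cancer cells; inconclusive = readout between -30 and a set limit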;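 also: plate controls were DMSO wells for no effect and camptothecin positive control wells for full effect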
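PC3M cells stably expressing PTB-GFP, 750–1000 cells/well, treated 16 h at 37 °C with compound (23 nl of library stock), in duplicate. After paraformaldehyde fixation and Hoechst stain, imaged at 20x; PNC prevalence scored by image analysis.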
ALOX15B inhib: blocks human 15-lipoxygenase 2 activity; O15296; purified 15hLO-2, xylenol orange hydroperoxide absorbance; Potency, µM (top dose mostly 57.1 µM), for inactives: at the top dose activity change, negative = inhibition, most hits filed as inhibitors; actives 0.56% (n = 110,000); AID 881; also: potency is read from the fitted curve at half-maximal effect; nearly all actives have a fitted effect of over 60% in size; many of its hits are not listed in these tables
Target sequence (O15296 whole entry, looked up): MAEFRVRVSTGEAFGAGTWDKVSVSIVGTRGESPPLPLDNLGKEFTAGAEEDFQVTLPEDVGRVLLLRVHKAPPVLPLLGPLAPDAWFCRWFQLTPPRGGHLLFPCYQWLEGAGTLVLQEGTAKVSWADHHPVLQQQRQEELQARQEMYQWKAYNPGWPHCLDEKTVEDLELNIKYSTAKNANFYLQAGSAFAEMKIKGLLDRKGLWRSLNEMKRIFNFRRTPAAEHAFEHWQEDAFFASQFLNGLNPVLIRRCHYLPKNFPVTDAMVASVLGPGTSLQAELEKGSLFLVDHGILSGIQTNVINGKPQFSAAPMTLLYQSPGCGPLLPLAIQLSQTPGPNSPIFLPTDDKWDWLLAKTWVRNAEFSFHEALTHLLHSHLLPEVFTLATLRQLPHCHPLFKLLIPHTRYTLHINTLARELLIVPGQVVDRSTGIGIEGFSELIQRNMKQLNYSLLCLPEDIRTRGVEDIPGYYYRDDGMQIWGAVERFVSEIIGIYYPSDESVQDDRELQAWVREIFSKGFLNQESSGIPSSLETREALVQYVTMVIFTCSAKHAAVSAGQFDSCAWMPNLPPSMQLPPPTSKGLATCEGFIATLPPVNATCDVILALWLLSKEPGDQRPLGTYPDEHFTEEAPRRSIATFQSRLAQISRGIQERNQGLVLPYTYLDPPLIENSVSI
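Screening format was qHTS against 50 nM purified 15hLO-2 in Hepes pH 7.5 with detergent. Activity follows hydroperoxide formation from 45 uM arachidonic acid, measured as 573:405 nm absorbance ratio of the ferric-xylenol orange complex.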
ALOX12 inhib: inhibitors of human 12-lipoxygenase (ALOX12) | purified 12-hLO, xylenol orange hydroperoxide absorbance | Potency, µM (series often up to 57.1 µM), for the others: at the highest dose activity change, negative = inhibition, hits mostly inhibitors | actives 0.12% (n = 150,000); also: potency is read from the fitted curve at half-maximal effect; nearly all actives have a fitted effect of over 55% in size; many of its hits are not listed in these tables
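Hydroperoxide formation by human 12-lipoxygenase from 40 uM arachidonic acid was followed colorimetrically via ferric-xylenol orange complex, using the 573/405 nm absorbance ratio. Enzyme concentration was 150 nM, with 30 min reaction at room temperature.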
IMPase cell inh: cell-permeable inhibitors of inositol monophosphatase (IMPase). 120,000 tested, under 10 active. inhibition (IP1 accumulation), % at 46.1 µM. P97697. CHO-M1 cells, IP1 accumulation, HTRF TR-FRET ratio; active = well fitted curve in the direction sought with a large enough effect in the signal ratio, not every such curve was filed as active; inconclusive = small, poorly fitted or top-dose-only effect, or a change in a side signal; inactive = no such curve, though single readings can be large or run the other way; the % refers to the signal ratio;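 also: cells stimulated with carbachol in lithium chloride buffer; plate controls were DMSO basal wells for no effect and reference inhibitor wells for full effect; higher means more IMPase inhibition seen as more IP1 and lower FRET ratio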
Target sequence (P97697 whole entry, looked up): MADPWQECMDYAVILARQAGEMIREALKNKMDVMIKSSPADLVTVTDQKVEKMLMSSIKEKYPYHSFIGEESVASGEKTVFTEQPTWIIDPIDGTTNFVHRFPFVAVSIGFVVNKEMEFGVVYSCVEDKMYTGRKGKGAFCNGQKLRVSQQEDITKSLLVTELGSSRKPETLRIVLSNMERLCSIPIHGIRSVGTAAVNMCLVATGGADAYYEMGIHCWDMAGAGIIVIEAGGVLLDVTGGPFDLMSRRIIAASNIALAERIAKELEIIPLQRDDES
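Measured: the HTRF emission ratio (665/620 nm) plus the 620 nm donor channel, each fitted to the Hill equation to give AC50. Cells were CHO-M1 given compounds up to 46 uM and a 30 min carbachol stimulation at 37C.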
Starred values were filed as active, the others as inactive; ? = inconclusive; nt = no result given; & = joins results of further samples; [ ] = remark or other dose. Unless noted, calls follow the shape of the dose curve; as a rule, active = well fitted curve in the direction sought with a large enough effect; inconclusive = small, poorly fitted or top-dose-only effect, or another doubt; inactive = no such curve, though single readings can be large; an effect the other way counts as inactive or inconclusive. Unless noted, % is scaled to controls: 0 for no effect and ±100 for the full control effect. The list is partial; rates above refer to the full screens.

SMILES | PNC inhibitor | ALOX15B inhib | ALOX12 inhib | IMPase cell inh
COC(=O)Cn1c(C(=O)N2CCCC2)cc2c1C[C@H]1CN(C(=O)c3ccccc3)[C@@](Cc3ccc(F)cc3)(C(=O)OC)[C@@H]21 | 19 | 9% | -4%&-1% | nt
O=C(CN1CCN(Cc2ccccc2)CC1)c1ccccc1 | 9 | -2% | 1% | 1
O=[N+]([O-])c1cc(-c2ncccn2)c([N+](=O)[O-])s1 | 42 | nt | -3% | nt
COc1cccc(-c2nc(OC(C)C)c3ccccc3n2)c1 | 37 | 20% | -2% | 15
c1ccc2c(c1)ncn2-c1ccc(-c2ccnc(-c3ccncc3)n2)cc1 | -7 | 11% | 2% | -23
CCOc1ccc2nc(NC(=O)C(NS(=O)(=O)c3cccs3)C(C)C)sc2c1 (stereo not given) | -25 | 0% | -1% | -12
Cc1nc2ccc(S(=O)(=O)c3ccc4nc(C)[nH]c4c3)cc2[nH]1 | 72 | 6% | -6% | 4
CCOC(=O)CN/C=C(\C#N)c1ccccc1 | 30 | nt | -2% | nt
Cc1ccc(C)c(NC(=O)CCCCCCCCCCC2COCCO2)c1 (stereo not given) | ? | nt | 1% | 0
Cc1cc(C)n2cc(CSc3nnc(N)s3)nc2n1 | -29 | 7% | 3% | 6
O=C(Nc1ccc(Cl)cc1C(=O)Nc1ccc(Br)cn1)c1ccco1 | -19 | 9% | -14% | 4
Cc1ccccc1NC(=O)C(C#N)Cc1cccnc1 (stereo not given) | ? | -9% | -2% | 1
Cc1nc(NC(=O)CCc2ccccc2)ccc1Br | 37 | 11% | 4% | 5
O=C(CSc1ccc2ccccc2c1)NC1CCCc2ccccc21 (stereo not given) | ? | nt | 0% | -8
Cn1c(=O)c2c(SCc3cccnc3)nc(CC(C)(C)C)nc2n(C)c1=O | ? | 30%[activator] | 0% | 6
O=C(NCc1ccco1)c1ccc(Br)c(S(=O)(=O)N2CCCCC2)c1 | 5 | 3% | -6% | -3
CC(=O)CCc1c(C)c2cccc(C)c2[nH]c1=O | 28 | -4% | -1% | -6
CCC(=O)Nc1ccc(C(=O)CSc2nnc(-c3ccccc3F)n2C2CC2)cc1 | ? | nt | -1% | -8
COc1ccc(NC(=O)[C@@H](NC(=O)c2ccccc2)C(C)C)cc1S(=O)(=O)N1CCCCC1 | 18 | nt | -1% | nt
C=C(C)c1cccc(C(C)(C)NC(=O)N2CCN(C)CC2)c1 | -20 | 3% | 0% | -2
O=S(=O)(NCCOCCNS(=O)(=O)c1ccccc1)c1ccccc1 | -19 | 5% | -3% | -2
Cc1cc(C)cc(NC(=O)CN(C)S(=O)(=O)c2cnc[nH]2)c1 | 166 | nt | 3% | -3
C=C(C)c1cccc(C(C)(C)NC(=O)N2CCN(c3ccc(OC)cc3)CC2)c1 | -11 | nt | -1% | nt
COn1c(C)c(C(C)=O)c2c3nonc3ccc21 | -23 | -15% | -3% | -7
O=C1C2C3c4ccccc4C(c4ccccc43)C2C(=O)N1c1cccnc1 (stereo not given) | 30 | nt | -4% | nt
CC1CCN(C(=O)CCCC(=O)O)CC1 | 12 | nt | 0% | nt
Cn1nc(-c2ccccc2)c(C#N)c1Sc1cccc(Cl)c1 | 8 | 1% | -1% | 6
CC(=O)CSc1ncnc2c1oc1ccccc12 | -25 | -7% | 2% | ?
CCCc1nnc(NC(=O)Cn2c(=O)oc3cc(Br)ccc32)s1 | -10 | 3% | 0% | 3
CCC1(C)OC(=O)NN(c2ccc(C)cc2)C1(C)O (stereo not given) | 47 | nt | -5% | nt
CC(=O)NC1(C(Cl)(Cl)Cl)Oc2ccccc2O1 | 23 | 11% | -8% | -3
CCOC(=O)C(NC(=O)Nc1ccc(Cl)cn1)(Oc1ccccc1)C(F)(F)F (stereo not given) | 8 | nt | -3% | nt
O=S(=O)(c1cccs1)N1CN(Cc2cccs2)c2nc3ccccc3nc21 | 29 | -4% | 3% | 2
CCOC(=O)C1CCN(C(=O)C2CCN(S(=O)(=O)N3CCCC3)CC2)CC1 | 58 | -3% | 3% | 2
CCN(CC)c1nc2nonc2nc1N(CC)CC | ? | -6% | -4% | 4
Cc1c(C(=O)N(C)C)sc(NC(=O)c2cccc([N+](=O)[O-])c2)c1C#N | 12 | -5% | 1% | -7
CSCCC(NC(=O)c1cc(C(C)(C)C)oc1C)C(=O)O (stereo not given) | ? | 2% | 3% | -5
COc1ccc(OC)c(NC(=O)c2cc3n(n2)C(C(F)(F)F)CC(c2ccc4c(c2)OCO4)N3)c1 (stereo not given) | -24 | 3% | 2% | -2
CN(Cc1ccccc1)Cc1nc2c(c(=O)n(C)c(=O)n2C)n1Cc1ccc(Cl)cc1 | -6 | 11% | 7% | 3
CCOC(=O)c1c(C)nc2sc3c(=O)n(-c4ccc(C(C)=O)cc4)nnc3c2c1-c1ccc(OC)cc1 | -17 | -9% | -2% | 8
O=C(O)c1ccc(CS(=O)(=O)Cc2ccccc2F)o1 | 1 | nt | 0% | nt
O=C(Nc1ccc(N2CCOCC2)cc1)C1CCCN(S(=O)(=O)c2ccccc2)C1 (stereo not given) | -5 | -4% | -5% | 5
Cc1ccc2c(N)c(C#N)sc2n1 | -8 | -6% | -2% | -14
O=C(O)/C=C/C(=O)Nc1ccccc1C(=O)Nc1ccccc1 | -25 | -5% | -2% | -3
CC(OC(=O)c1ccco1)C(=O)NC1CCCCC1 (stereo not given) | -18 | 0% | 1% | 5
CN(C)CCSS(=O)(=O)O | nt | 5%[11.4 µM] | 6%[11.4 µM] | nt
COc1nc(N=C(N)N)nc2c(C)cccc12 | -4 | 39%[activator] | 6% | 5
Cc1cc(=O)oc2ccc(OC(C)C(=O)O)cc12 (stereo not given) | -9 | nt | 0% | nt
CC(=O)N(C)c1ccc(NC(=O)c2cnn(C)c2)cc1 | 57 | 0% | 1% | 5
COc1ccc(C(=O)NCC(=O)OCC(=O)c2cc(OC)c(OC)c(OC)c2)cc1OC | 9 | nt | 2% | -4
CCC(C)NC(=O)C1CCN(S(=O)(=O)N2CCCC2)CC1 (stereo not given) | ? | -4% | 5% | 3
Cc1ccc(-c2c(C)n([O-])c3c([n+]2=O)CCCCC3)o1 | -1 | -7% | -2% | 5
CCn1c(SCC(=O)c2cc(OC)ccc2OC)nc2c1c(=O)n(C)c(=O)n2C | ? | 1% | 6% | -7
CCN(c1ccccc1)S(=O)(=O)c1ccc(OCc2c(C)noc2C)cc1 | 16 | -11% | -5% | 12
N#CCSCC(=O)Nc1ccccc1 | ? | 5% | 5% | 11
COc1ccc(CSCCN)cc1Cl | -96* | 21%[2.29 µM] | -1% | 0
CCOC(=O)c1c(CC(C)C)csc1NC=O | 25 | -6% | -5% | 7
Cc1ccc(S(=O)(=O)N2CCOCC2)cc1NC(=O)CN1CCN(c2ccc(O)cc2)CC1 | 41 | nt | -5% | nt
Cc1c(OCc2nn[nH]n2)ccc2c3c(c(=O)oc12)CCC(C)C3 (stereo not given) | 31 | -5% | -14% | -9
COC(=O)c1cn(CCOc2ccc(C)cc2)c2ccccc12 | -82* | 8% | -11% | 6

A few values from the list:
CN(C)CCSS(=O)(=O)O in ALOX15B inhib: 5%[11.4 µM]
COc1ccc(C(=O)NCC(=O)OCC(=O)c2cc(OC)c(OC)c(OC)c2)cc1OC in PNC inhibitor: 9

Sorted by value in IMPase cell inh (descending): 5 of the compounds above
| smiles | PNC inhibitor | ALOX15B inhib | ALOX12 inhib | IMPase cell inh |
| --- | --- | --- | --- | --- |
| COc1cccc(-c2nc(OC(C)C)c3ccccc3n2)c1 | 37 | 20% | -2% | 15 |
| CCN(CC)c1nc2nonc2nc1N(CC)CC | ? | -6% | -4% | 4 |
| C=C(C)c1cccc(C(C)(C)NC(=O)N2CCN(C)CC2)c1 | -20 | 3% | 0% | -2 |
| O=C(NCc1ccco1)c1ccc(Br)c(S(=O)(=O)N2CCCCC2)c1 | 5 | 3% | -6% | -3 |
| CCC(=O)Nc1ccc(C(=O)CSc2nnc(-c3ccccc3F)n2C2CC2)cc1 | ? | nt | -1% | -8 |

The results go on.
SMILES | PNC inhibitor | ALOX15B inhib | ALOX12 inhib | IMPase cell inh
O=C(NC1CCCC1)NS(=O)(=O)c1ccccc1Cl | ? | -1% | 10% | 9
Cn1cnc([N+](=O)[O-])c1Oc1cccc(O)c1 | -19 | nt | 1% | nt
COc1ccccc1OCC(=O)Nc1cccc(N(C)S(C)(=O)=O)c1 | 25 | 3% | 5% | 1
Cc1cccc(N(C(=O)c2nsc(Cl)c2Cl)C(C(=O)NC2CCCC2)c2ccc(O)cc2)c1C (stereo not given) | 7 | nt | -16% | nt
CCN1CCN(C(=O)C2(NC(=O)Nc3ccccc3Cl)CCCCC2)CC1 | -3 | nt | 5% | -7[0.369 µM]
O=C(COc1ccc(Br)cc1)NNC(=S)NC(=O)c1ccccc1[N+](=O)[O-] | 9 | nt | -8% | nt
C=CCNc1cc(C(F)(F)F)nc(-c2ccccn2)n1 | -13 | 50%[activator] | 0% | 0
CC(=O)N1CCN(S(=O)(=O)c2cccc(C(=O)OCC(=O)NC(=O)c3cccn3C)c2)CC1 | 0 | nt | -3% | nt
COCC(=O)N1CCC2(CCN(Cc3nccs3)CC2)CC1 | nt | 2% | -1% | nt
COc1ccc(C(=O)CSC2=C(C#N)C3(CCCCC3)C(C#N)=C(N)N2)cc1 | 5 | -8% | -27% | 6
COc1ccc(CCNC(=O)CCCCCN2C(=O)c3ccccc3C2=O)cc1 | 61 | -7% | 2% | -5
CN(C)c1ncc2nc(CCc3ccccc3)c(=O)n(C[C@H]3CCCO3)c2n1 | nt | 0% | 2% | nt
COc1ccc(OC)c(S(=O)(=O)N(C)CC(=O)N2CCN(c3ccccc3F)CC2)c1 | ? | 3% | 1% | -1
CCOC(=O)C(C(=O)OCC)N(C#N)c1nc(OC)nc(N(C)C)n1 | -30 | -5% | 2% | 4
COCCn1c(Cc2ccccc2)nnc1SCC(=O)Nc1cc(C)on1 | 16 | -5%[11.4 µM] | -2% | 3[1.84 µM]
Cc1[nH]c2ccccc2c1C(=O)COC(=O)C1CC(=O)N(Cc2ccco2)C1 (stereo not given) | ? | -14% | -2% | -1
Cc1ccc(NC(=O)COC(=O)c2ccc(OCc3c(C)noc3C)cc2)cc1S(=O)(=O)N1CCOCC1 | ? | nt | -4% | 5
COc1cc(-c2nnc(SCC(=O)N(Cc3ccccc3)C(C)(C)C)o2)cc(OC)c1OC | 28 | -5% | -9% | 4
CCCNC(=O)CN(CCc1ccccc1)S(C)(=O)=O | 25 | 2% | 6% | -2
CCn1c(CNC(=O)Cc2ccc(OC)cc2)nnc1SCC(=O)Nc1nccs1 | -20 | 0% | 0% | 11
CCCn1c(SCC(=O)Nc2cccc(C(=O)OCC)c2)nnc1-c1ccoc1C | -20 | -6% | 3% | 8
CC1CCc2ccc(F)cc2N1S(=O)(=O)c1cccs1 (stereo not given) | ? | -8% | -5% | 20
Cn1nnnc1SCc1ccccc1F | -7 | 1% | 1% | -12
CC(C)=CCC/C(C)=C/CC/C(C)=C/CC/C(C)=C/CC/C(C)=C/CC/C(C)=C/CC/C(C)=C/CC/C(C)=C/CC/C(C)=C/CO | nt | -5% | 3% | nt
COc1cc2c(cc1NC(=O)CN1CCN(S(=O)(=O)c3ccccc3F)CC1)oc1ccccc12 | 21 | 8% | -2% | -1
CCN(CC)S(=O)(=O)c1ccc(Cl)c(C(=O)OC)c1 | ? | -1% | -1% | -3
CCOC(=O)c1ccc(-n2ncc(C(=O)OCC)c2N)cc1 | ? | 3% | -5% | -8
Cc1cccc(N2CCN(C(=O)c3ccccc3NC(=O)C3CCCCC3C(=O)O)CC2)c1 (stereo not given) | 1 | nt | 1% | nt
Cc1cc(C)c(S(=O)(=O)N(CC(=O)N2CCCC2)C2CCCCC2)c(C)c1 | ? | -10% | -17% | 14
